LYPLA1 counter = LYPLA1 inhibitors, primary screen, counter-screen for PME1 inhibitor project, biochemical, fluorescence polarization, FP-Rh probe ABPP | recombinant LYPLA1 | Acyl-protein thioesterase 1 (Homo sapiens), O75608 | inhibition, % at 5.9 µM | actives 0.16% (n = 320,000);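 active = inhibition above the mean of all tested compounds plus 3 SD, set per campaign, cut at about 14% in these data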;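 note: inhibitors block serine hydrolase probe labeling of LYPLA1 so polarization falls; 0% = enzyme with DMSO and 100% = wells lacking LYPLA1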
pPAFAH FP inh = pPAFAH enzyme inhibitors, primary screen, biochemical, fluorescence polarization, human; Platelet-activating factor acetylhydrolase (Homo sapiens), Q13093; recombinant pPAFAH, FP-rhodamine probe fluorescence polarization; inhibition, % at 3.39 µM; actives 1.5% (n = 330,000);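 active = inhibition above the mean inhibition across the screen plus 3 SD, cut at about 25% in these data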;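 note: inhibitors block binding of the rhodamine activity-based probe so polarization drops; 0% = enzyme with DMSO and 100% = wells lacking pPAFAH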
LYPLA2 counter = LYPLA2 inhibitors, primary screen, counter-screen for PME1 inhibitor project, biochemical, fluorescence polarization, FP-Rh probe ABPP. recombinant LYPLA2. inhibition, % at 5.9 µM. actives 0.38% (n = 320,000). AID 2177, 2009;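 active = inhibition above the screen-wide mean plus 3 SD, limit set per campaign, cut at about 26% in these data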;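 note: 0% = LYPLA2 with DMSO and 100% = wells lacking LYPLA2 enzyme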
PAFAH2 FP inh = PAFAH2 enzyme inhibitors, primary screen, biochemical, fluorescence polarization, human; actives 0.99% (n = 340,000); recombinant PAFAH2, FP-rhodamine activity probe; inhibition, % at 3.39 µM; AID 492956, 2010; Platelet-activating factor acetylhydrolase 2, cytoplasmic (Homo sapiens), Q99487;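 active = inhibition above the mean over all tested compounds plus 3 SD, cut at about 30% in these data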;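 note: inhibitors block probe labeling of enzyme so polarization drops; 0% = enzyme with DMSO and 100% = wells lacking PAFAH2 protein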
GSTO1 counter = inhibitors of recombinant GSTO1, primary screen, counter-screen for RBBP9 inhibitor project, biochemical, fluorescence polarization | actives 1.1% (n = 300,000) | AID 1974, 2009 | inhibition, % at 5.96 µM | activity-based probe fluorescence polarization | Glutathione S-transferase omega-1 (Homo sapiens), P78417;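 active = inhibition above the campaign mean inhibition plus 3 SD, cut at about 35% in these data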;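 note: 0% = GSTO1-1 with DMSO and 100% = wells lacking GSTO1-1 enzyme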
Target sequence (P78417 whole entry, looked up): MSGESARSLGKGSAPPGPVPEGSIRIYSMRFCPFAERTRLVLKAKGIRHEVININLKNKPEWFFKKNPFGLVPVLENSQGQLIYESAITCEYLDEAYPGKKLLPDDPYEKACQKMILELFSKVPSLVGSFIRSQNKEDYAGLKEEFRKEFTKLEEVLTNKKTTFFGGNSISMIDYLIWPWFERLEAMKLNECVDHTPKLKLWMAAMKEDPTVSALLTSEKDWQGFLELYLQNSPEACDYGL
PAD4 FP inh = human PAD4 inhibitors, primary screen, biochemical, fluorescence polarization, 1536-well format; Protein-arginine deiminase type-4 (Homo sapiens), Q9UM07; recombinant PAD4, RCA probe fluorescence polarization; inhibition, % at 6.36 µM; actives 0.41% (n = 330,000);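 active = percent inhibition above a cutoff equal to the mean of all tested compounds plus 3 SD, cut at about 15% in these data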;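 note: 0% = PAD4 with RCA probe and DMSO and 100% = probe without PAD4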
Target sequence (Q9UM07 whole entry, looked up): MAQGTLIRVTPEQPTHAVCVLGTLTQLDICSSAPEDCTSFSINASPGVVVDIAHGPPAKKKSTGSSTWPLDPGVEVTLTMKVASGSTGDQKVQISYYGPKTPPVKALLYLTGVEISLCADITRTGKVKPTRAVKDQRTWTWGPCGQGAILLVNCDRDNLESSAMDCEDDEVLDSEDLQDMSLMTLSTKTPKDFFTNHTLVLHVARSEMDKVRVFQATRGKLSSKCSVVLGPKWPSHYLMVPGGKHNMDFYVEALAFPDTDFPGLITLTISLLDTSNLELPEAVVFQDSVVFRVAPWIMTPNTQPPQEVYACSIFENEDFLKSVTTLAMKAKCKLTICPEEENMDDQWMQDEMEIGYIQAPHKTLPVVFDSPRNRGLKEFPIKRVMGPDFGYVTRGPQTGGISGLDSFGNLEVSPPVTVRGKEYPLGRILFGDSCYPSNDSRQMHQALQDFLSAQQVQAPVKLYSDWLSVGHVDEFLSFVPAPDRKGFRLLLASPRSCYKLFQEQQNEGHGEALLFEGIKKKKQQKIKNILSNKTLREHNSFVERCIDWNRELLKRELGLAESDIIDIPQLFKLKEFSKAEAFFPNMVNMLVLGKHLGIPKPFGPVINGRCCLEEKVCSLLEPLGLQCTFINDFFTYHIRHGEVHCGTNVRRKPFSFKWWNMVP
PAFAH1B2 FP inh = PAFAH1B2 enzyme inhibitors, primary screen, biochemical, fluorescence polarization, human | recombinant PAFAH1B2, FP-rhodamine activity probe | AID 492953, 2010 | Platelet-activating factor acetylhydrolase IB subunit alpha2 (Homo sapiens), P68402 | inhibition, % at 3.39 µM | actives 1.2% (n = 340,000);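 active = inhibition above the mean of all tested compounds plus 3 SD, cut at about 24% in these data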;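 note: 0% = enzyme with DMSO and 100% = wells lacking PAFAH1B2; many of its hits are not listed in these tables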
PREPL inhibitor = PREPL enzyme inhibitors, primary screen, biochemical, fluorescence polarization | Prolyl endopeptidase-like (Homo sapiens), Q4J6C6 | inhibition, % at 5.96 µM | recombinant PREPL, fluorescence polarization activity-based probe | AID 2751, 2010 | actives 0.68% (n = 320,000); in the data active = inhibition above about 43%;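 note: 0% = enzyme with DMSO and 100% = wells lacking enzyme; many of its hits are not listed in these tables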
PAFAH1B3 inh = PAFAH1B3 enzyme inhibitors, primary screen, biochemical, fluorescence polarization, human; Platelet-activating factor acetylhydrolase IB subunit alpha1 (Homo sapiens), Q15102; recombinant PAFAH1B3, FP-rhodamine probe; inhibition, % at 3.39 µM; actives 0.28% (n = 340,000); AID 492972, 2010;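 active = inhibition above the screen-wide average of all tested compounds plus 3 SD, cut at about 25% in these data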;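 note: 0% = enzyme with DMSO only and 100% = wells lacking PAFAH1B3 protein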
Starred values were filed as active, the others as inactive; x = no result given.

SMILES	LYPLA1 counter	pPAFAH FP inh	LYPLA2 counter	PAFAH2 FP inh	GSTO1 counter	PAD4 FP inh	PAFAH1B2 FP inh	PREPL inhibitor	PAFAH1B3 inh
NNC(=O)c1cccn(Cc2ccc(Cl)cc2Cl)c1=O	2	5	3	0	4	-3	2	9	-2
O=S(=O)(NCCOCC(F)(F)C(F)F)c1ccc2oc3ccccc3c2c1	-4	5	-5	-6	-3	-1	1	-44	11
COc1ccc(CCNC(=O)c2nnn(CC(=O)Nc3cccc(F)c3)c2N)cc1OC	2	3	9	6	-2	1	-1	6	7
Cc1nc(NCCNC(=O)c2ccco2)c2c(C)c(C)sc2n1	2	4	2	7	1	0	5	2	7
Nc1ccc(Nc2nc(-c3cc4ccccc4oc3=O)cs2)cc1	-4	7	5	7	22	6	4	38	4
COc1ccccc1CC(=O)N1CCC(CCC(=O)NC2CC2)CC1	0	2	2	0	2	2	0	3	9
CCOC(=O)NN=C1CN(S(=O)(=O)c2ccc(C)cc2)C1	0	2	3	11	5	-4	8	-6	9
COc1ccc(CCNC(=O)C2CC(=O)N(c3ccccc3)C2)cc1OC (configuration not stated)	1	2	7	4	0	3	2	4	7
CCOC(=O)N1CCC(c2cc(=O)n(-c3ccccc3)[nH]2)CC1	0	-4	-4	1	37*	55*	0	9	7
CC[N+](CC)(CC#Cc1ccccc1)CC(=O)c1ccc(Cl)cc1	0	2	6	-3	2	3	11	-64	-4
COc1cccc([C@@H]2Oc3ccc(OC)cc3C(=O)[C@H]2OC(=O)NCc2ccc3c(c2)OCO3)c1	-4	9	-2	x	5	0	x	-2	x
CC1CC(C)CN(C(=O)CCNC(=O)Cn2cnc3ccccc3c2=O)C1 (configuration not stated)	-3	0	0	9	5	-9	-3	-6	-1
O=C(NCCc1ccccc1)c1ccc(-c2ccccc2Cl)o1	-11	-1	-6	-7	-1	0	1	-27	-3
ON=C1c2ccccc2-c2ccccc21	-5	1	-3	2	-8	-4	2	-4	35*
O=c1onc(-c2cccnc2)n1-c1ccccc1F	-4	4	-6	2	-2	3	-2	-1	-3
CC(=O)c1cc2c(cc1NS(=O)(=O)c1ccc(C)cc1)OCCO2	1	4	5	-1	-1	0	6	-12	8
Cc1cc(C)c2c(CC(=O)NC(C)C)coc2c1	0	2	-7	4	-1	-3	2	-1	8
Cc1ccc(CCNC(=O)CS(=O)Cc2nc(-c3ccccc3Cl)oc2C)cc1 (configuration not stated)	9	3	8	1	1	1	8	-19	-5
COc1ccc(-c2ccc(=O)n(CC(=O)NCc3ccco3)n2)cc1	-5	6	-3	0	12	2	4	-8	-2
N#Cc1ccc(CSc2nnc(NC(=O)c3ccc4ncsc4c3)s2)cc1	-2	4	-9	6	-5	1	8	4	-5
O=C(COC(=O)Cc1ccccc1[N+](=O)[O-])NC1CCCC1	0	-1	-5	1	5	2	3	17	7
Cc1ccc(S(=O)(=O)/N=C(/Nc2cccc3ccccc23)c2ccc(F)cc2)cc1	-3	1	5	3	-11	-3	18	-2	-3
COc1ccc(NC(=S)N2CCN(C(=O)c3ccccc3)CC2)cc1	0	3	13	-1	-4	5	5	-6	5
COc1ccc(-c2cnnn2-c2ccc(NC(=O)c3ccco3)cc2)cc1OC	-1	2	0	-1	-11	-2	1	8	9
CN(C)/C=N/NC(=O)c1ccccc1	-4	-3	-5	-2	-4	-6	-2	8	8
Cc1ccc(C)c(NC(=O)CSc2nc3ccccc3nc2N2CCOCC2)c1	0	3	-3	1	3	0	5	4	8
Cc1noc(C)c1COc1ccc(C(=O)OCC(=O)OC(C)(C)C)cc1	1	9	6	32*	3	1	1	3	8
CSc1ccc(S(=O)(=O)N(CC(=O)NN=C2CCN(C)CC2)c2ccc(C)cc2)cc1	0	6	-8	-8	2	-3	-3	-47	-6
Cc1cc(C)nc(Nc2ccc(C)c([N+](=O)[O-])c2)n1	0	4	2	-1	-3	-7	4	-4	2
COC(=O)C1=C(C)N(Cc2ccccc2)C(=NCCCOC(C)C)N[C@H]1c1ccccc1	x	-2	x	-7	x	-2	4	6	4
O=C(CCCn1cnc([N+](=O)[O-])n1)Nc1cccc(Cl)c1Cl	2	-2	5	9	-2	1	3	16	-6
CCOC(=O)c1cc(C)sc1NC(=O)CSc1nccn1C	5	10	7	3	2	2	-1	0	4
O=C(Nc1ccc(Oc2cccnc2)cc1)c1ccc([N+](=O)[O-])cc1	-3	0	12	4	7	2	0	8	1
O=C(/C=C/c1ccccc1)NCC(=O)N/N=C\c1cccnc1	5	2	9	4	-5	-2	4	-6	11
CC(Oc1ccc(Cl)cc1)C(=O)NCC1CCCO1 (configuration not stated)	3	7	-4	6	-4	0	2	-8	9
CCNC(=S)N1CCN(C(c2ccccc2)c2ccccc2)CC1	4	5	-1	2	2	-1	3	11	4
C[C@@H](NC(=O)c1ncn(C)c1C(=O)N[C@H](C)c1ccccc1)c1ccccc1	-2	1	-1	-1	x	3	-1	-2	9
Cn1c(NC(=O)C2CCCO2)cc(=O)n(C)c1=O (configuration not stated)	-2	5	4	2	8	7	3	7	-2
CC(=O)N1CCN(c2ccc(NC(=O)C(C)Oc3ccc(Cl)cc3Cl)cc2)CC1 (configuration not stated)	3	10	8	10	1	-7	-3	40	3
CCOc1ccccc1-c1nc(SCC(=O)O)n[nH]1	-2	4	0	7	0	-4	1	0	4
COc1ccccc1C1/C(=C(/O)c2ccc(OC(C)C)cc2)C(=O)C(=O)N1c1cc(C)on1 (configuration not stated)	-6	4	1	0	4	1	0	3	5
CCOC(=O)c1sc(N)nc1C(C)C	4	-1	9	2	1	0	5	0	-5
CCO[C@@H]1OC(C(=O)N2CCOCC2)=C[C@H](C2CC2)[C@H]1CCCO	2	-5	-3	1	-2	1	1	-6	4
COc1ccc(-c2ccc(NC(=O)c3ccc(Br)o3)cc2)nn1	-6	1	-5	5	-5	-3	-1	0	0
C=CCN(CC=C)Cc1c(C)[nH]c2c(C)c(C)ccc2c1=O	-2	0	-2	3	3	-1	-1	-1	5
CSc1cccc(NC(=O)CSc2ccc(Cl)cc2)c1	-13	5	-16	10	5	0	16	-27	10
COC(=O)c1ccccc1NC(=O)c1ccc2c(c1)C(=O)N(Cc1ccco1)C2=O	3	3	-2	2	0	-2	-3	-2	-1
Cc1cc(C)c(OCCN2CCCC2)c(Cl)c1	-1	7	5	-3	2	3	3	-4	11
O=C(N/N=C1\CC2CC=CC12)c1ccc(COc2ccccc2)cc1 (configuration not stated)	-6	3	-10	15	-1	3	-1	-2	0
CN(C(=O)COC(=O)CSc1cc(Cl)ccc1Cl)c1c(N)n(Cc2ccccc2)c(=O)[nH]c1=O	1	10	0	-3	0	0	6	-5	2
CCCc1cc(C(=O)Cc2ccc(C(=O)OCC)o2)c(O)cc1O	-6	5	-4	3	5	-5	1	17	4
O=C(CCNS(=O)(=O)c1cccs1)NCc1ccccc1	1	-6	-5	-1	2	-4	1	13	0
Cc1cccc(/C=c2\s/c(=C\C(=O)C(C)(C)C)[nH]c2=O)c1	-9	8	-11	5	-12	-2	10	-3	4
O=C(O)CC(C(=O)OCCOc1ccccc1)N1CCOCC1 (configuration not stated)	-1	3	3	2	-4	0	6	1	5
CC(=O)C[C@H]1c2ccccc2S(=O)(=O)N1C1CCCC1	0	3	2	6	0	-3	-7	20	0
O=C(CN1C2=NCCCN2c2ccccc21)c1ccc([N+](=O)[O-])cc1	1	0	5	-7	6	3	0	19	-8
C/C(=N\O)C(=O)OC1CC(C)CCC1C(C)C (configuration not stated)	-3	1	-3	0	-1	4	14	0	-1
O=c1cc(-c2ccccc2)cc(-c2ccccc2)n1CCCO	2	24	23	-2	5	3	1	14	6
Cc1ccccc1NC(=O)c1c([N+](=O)[O-])c(C(C)(C)C)nn1C	-5	17	-2	-1	8	5	6	1	11
Cn1c(=O)n(C)c2cc(NC(=O)COc3ccc(Cl)cc3)ccc21	0	0	-1	2	2	-3	2	14	9

Two compounds from above with just GSTO1 counter and PAFAH2 FP inh.
compound,GSTO1 counter,PAFAH2 FP inh
O=C(CN1C2=NCCCN2c2ccccc21)c1ccc([N+](=O)[O-])cc1,6,-7
O=C(N/N=C1\CC2CC=CC12)c1ccc(COc2ccccc2)cc1 (configuration not stated),-1,15

The list goes on:
SMILES	LYPLA1 counter	pPAFAH FP inh	LYPLA2 counter	PAFAH2 FP inh	GSTO1 counter	PAD4 FP inh	PAFAH1B2 FP inh	PREPL inhibitor	PAFAH1B3 inh
CC(C)CC(=O)Nc1c(C(=O)N2CCN(Cc3ccccc3)CC2)oc2ccccc12	-1	6	6	-3	4	-3	7	-4	5
C/C(=N\Nc1ccc([N+](=O)[O-])cc1[N+](=O)[O-])c1cc2c(ccc3ccccc32)oc1=O	0	1	-6	x	-1	0	x	-3	x
COc1ccc(OCCC(=O)N2CCOCC2)cc1	6	-2	6	7	-2	4	4	9	7
COc1cccc(C2=CC(c3ccc(N(C)C)cc3)n3ncnc3N2)c1 (configuration not stated)	4	1	2	x	11	-5	x	63*	x
Cc1ccc(OCc2ccc(Br)cc2)c([N+](=O)[O-])n1	3	4	8	x	5	-5	x	20	x
CN(Cc1cccnc1)C(=O)Cc1ccc(NS(=O)(=O)c2cccc(C(F)(F)F)c2)cc1	-4	3	-4	2	18	-14	8	-1	6
Fc1ccc(-c2ccnc3nc(N4CCOCC4)nn23)cc1	-3	-2	0	-1	3	4	6	-4	3
Cc1ccc2nc3nc(NCC4CCCO4)c(C(=O)NC4CCCCC4)cc3c(=O)n2c1 (configuration not stated)	-1	6	-2	x	7	-3	x	12	x
COc1ccc(OCCCC(=O)OC(C)C(=O)Nc2ccccc2[N+](=O)[O-])cc1 (configuration not stated)	0	11	5	1	-1	-1	-1	9	4
COC(=O)c1sccc1S(=O)(=O)Nc1ccc(S(N)(=O)=O)cc1	-2	0	2	6	1	1	1	-7	4
CN(C(=O)COC(=O)c1cc(=O)[nH]c2ccccc12)C1CCCCC1	-2	-1	0	0	x	-1	1	-1	0
O=C(CC1CC2CCC1C2)OCC(=O)c1c[nH]c2ccccc12 (configuration not stated)	-6	4	2	-5	-4	-4	-2	3	-4
O=C(CSc1nc(-c2ccco2)cc(C(F)(F)F)n1)N1CCN(Cc2ccccc2)CC1	-3	-4	-2	-7	0	1	-1	-11	5
O=c1[nH]c(C(Cl)Cl)nc2sc3c(c12)CCN(Cc1ccccc1)C3	4	19	6	13	22	-7	16	41	4
COc1ccccc1C(=O)Nc1c2c(nn1-c1ccc(Cl)cc1)CS(=O)(=O)C2	4	-1	2	0	0	5	0	-3	3
COc1ccc(CC(=O)N2CCNC2=O)cc1	4	-3	-2	4	-6	2	3	-5	4
COc1ccc(N2CCN(C(=O)C3CCCO3)CC2)cc1 (configuration not stated)	0	-2	2	5	9	1	2	20	5

Some of the compounds tested. The share of hits here may be higher or lower than overall.
